Screens: PubChem, several laboratories
PMI inhibitors = inhibitors of human PMI, primary screen, biochemical, fluorescence intensity, coupled assay (AID 1209); purified PMI enzyme, coupled fluorescence intensity; higher % means a stronger effect; inhibition, % at 20 µM; hits with a dose series show IC50 in µM; hit rate 0.42% among 190,000;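 further: plate controls were DMSO vehicle for no effect and wells lacking substrate for full effect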
UTI89 phage lysis = protection from phage-mediated lysis, alamar blue read-out – E. coli UTI89, K1F phage, bacterial capsule biogenesis inhibitors (AID 488966); E. coli UTI89 K1F phage lysis, alamar blue, 2 h; higher % means a stronger effect; inhibition, % at 100 µM, or IC50 in µM where a hit was titrated; hit rate 0.02% among 340,000;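 active means phage lysis inhibition, versus mean bacterial control, above a set limit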;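 further: capsule biogenesis inhibitors block K1F phage lysis so surviving cells raise fluorescence; higher fluorescence means more inhibition of phage lysis; actives were called in the ten point dose series up to 300 µM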
Lipid droplet = modulators of hepatic lipid droplet formation; AML12 mouse hepatocytes, oleate lipid droplets, BODIPY imaging; inhibition, % at 6.5 µM; hit rate 0.4% among 240,000; AID 1656;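 active means lipid droplet intensity inhibited by at least 50%, with more than 500 cells counted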
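material = mouse AML12 hepatocyte cell line, fixed after treatment | also added = 100 µM oleic acid challenge | doses = compound at 6.5 µM only | schedule = overnight exposure | technique = Image-based BODIPY and DAPI two-channel analysis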
CSM14.1 death rescue = protection against thapsigargin-triggered cell killing – 384-well, CSM14.1, ATP luminescence, primary screen (AID 1222). 190,000 tested, under 10 active. cellular ATP content (survival), % at 20 µM; hits with a dose series show EC50 in µM. CSM14.1 thapsigargin-induced death rescue, ATP luminescence; higher % means a stronger effect;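 active means EC50 below 50 µM in the dose-response confirmation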;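 further: death triggered by thapsigargin at about 15 µM added after 2 h compound pretreatment; cell ATP read after overnight thapsigargin exposure of roughly 18 to 22 hours; normalized against plate controls of thapsigargin alone and 5% DMSO vehicle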
PMI inhibition = MPI inhibition at elevated mannose 6-phosphate – biochemical, fluorescence intensity, high mannose 6-phosphate, primary screen (AID 1220); recombinant PMI enzyme, coupled fluorescence intensity; higher % means a stronger effect; one-dose inhibition, % at 20 µM; IC50 in µM for titrated hits; hit rate 0.66% among 190,000
WT yeast gro inh = growth inhibition of WT yeast, mitochondrial fusion screen | inhibition, % at 10 µM | mitochondrial fusion phenotypic screen, WT strain | hit rate 2.1% among 190,000; in the data active means inhibition above about 58%; tested in S. cerevisiae
M1AAP inhibition = malaria alanyl aminopeptidase activity blockers – biochemical, fluorogenic H-Leu-NHMec substrate, 1536-well (AID 1445); recombinant M1AAP, H-Leu-NHMec fluorogenic kinetic assay; higher % means a stronger effect; inhibition, % at 30 µM, or IC50 in µM where a hit was titrated; hit rate 0.42% among 220,000;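 active means primary inhibition above the hit cutoff, then over 50% inhibition at one or more dose response concentrations, cut at about 23% in these data, passing the limit was not always enough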;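 further: plate controls were DMSO full reaction for no effect and no enzyme background for full effect; strong numbers were not always called active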
Myeloid diff MLP = myeloid differentiation induction | ER-HoxA9 myeloid progenitors, lysozyme-GFP differentiation, flow cytometry | calls only at 10 µM | hit rate 1% among 360,000 | AID 624256;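 active means normalized GFP-positive differentiation at or above the plate's own cutoff, the solvent-only control mean plus 3 SD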;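 further: cells exposed to compound for four days before flow analysis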
TNAP activation fold = human TNAP enzyme activators, primary screen, biochemical, luminescent, no phosphate acceptor, uHTS (AID 1001); purified TNAP, luminescent activation assay, no phosphate acceptor; higher activation fold means a stronger effect; activation fold at 20 µM; hits with a dose series show EC50 in µM; hit rate 0.03% among 200,000; in the data active means activation fold from about 3, or a potency from the dose series; inactive means the rest, 99 in 100 with activation fold below about 1.6; further: many of its hits are not listed in these tables
WT yeast gro inh mutant strain = recorded beside WT yeast gro inh, whose call it bears; inhibition, %; mitochondrial fusion phenotypic screen, mutant strain inhibition
Lipid droplet cells 6.5 µM = second read-out of Lipid droplet, no call of its own (marks repeat the call); cell count; measured here: cell count, cytotoxicity flag;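 cells counted across two imaged fields per well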
Myeloid diff MLP GFP+ MAC1+ % = recorded beside Myeloid diff MLP, whose call it bears; GFP+ MAC1+ double positive, %; measured here: differentiation confirmed by MAC1 staining
Active calls of the source: *; i = inactive; . = not tested or not shown; [ ] = another dose, or the depositor's remark. Unless noted, no stated cut-off is given here; in the data, active means inhibition above about 50%; inactive means the rest. Rows were taken by chance; any-hit rate near 4.6%.

canonical_smiles	CSM14.1 death rescue	Myeloid diff MLP GFP+ MAC1+ %	WT yeast gro inh	Lipid droplet cells 6.5 µM	UTI89 phage lysis	M1AAP inhibition	PMI inhibition	TNAP activation fold	WT yeast gro inh mutant strain	Myeloid diff MLP	PMI inhibitors	Lipid droplet
O=C1C(c2ccccc2)SC(=Nc2ccccc2)N1S(=O)(=O)c1ccccc1 (stereo unspecified)	-4.2%	0.3	-5	731	0.5%	7%	-2%	1.1	1	i	27%	1
Cc1cc(C(=O)CSc2nnc(N)s2)c(C)n1Cc1cccs1	-5.0%	0.4	-13	520	1.1%	10%	16%	1	10	i	15%	-3
Cc1nc2c3c(-c4ccccc4)c(-c4ccccc4)oc3ncn2n1	-1.8%	.	.	.	.	.	8%	1	.	.	6%	.
COc1ccc(C)cc1NC(=O)N1CCC(CO)(CC2CCCCO2)CC1 (stereo unspecified)	-0.2%	0.3	-10	628	0.5%	2%	-3%	1.1	11	i	8%	6
CCOC(=O)c1cc(CC)sc1NC(=O)Cc1ccccc1	2.8%	0.4	24	769	3.8%	0%	-1%	1.1	6	i	1%	-4
CC1=CC2=NC(=O)/C(=C/c3cccn3Cc3ccccc3)C(=N)N2O1	.	0.3	.	645	-0.7%	6%	.	.	.	i	.	-1
O=C(NCC(=O)N(CCc1ccccc1)C(C(=O)NC1CCCC1)c1cccnc1)c1ccco1 (stereo unspecified)	-3.3%	0.6	4	676	0.8%	1%	12%	1	-2	i	11%	-52
O=C(C[n+]1ccc(/C=N/O)cc1)N(Cc1ccccc1)Cc1ccccc1	2.1%	0.2	1	678	2.1%	-2%	2%	1	16	i	-8%	9
CC(C)(CNC(=O)/C=C/c1ccc(F)cc1)CNC(=O)/C=C/c1ccc(F)cc1	-0.9%	1.4	14	662	-1.0%[50 µM]	0%	3%	1.2	4	i	16%	-7
NNC(=O)c1ccc(COc2ccc3ccccc3c2)cc1	.	0.9	.	643	0.0%	5%	.	.	.	i	.	-2
O=c1[nH]c(CN2CCN(c3ccc(O)cc3)CC2)nc2scc(-c3ccc(Cl)cc3)c12	-0.1%	3.8	43	687	1.1%	12%	29%	1	8	i	8%	-12
CCOc1ccc(-n2c(SCC(=O)Nc3ccc4c(c3)OCCO4)nc3c(c2=O)SCC3)cc1	-0.1%	0.7	5	.	4.7%	-1%	-1%	1	-9	i	9%	.
O=C(c1cnccn1)N(Cc1cccs1)C1(C(=O)NC2CCCC2)CCCCC1	-2.3%	0.5	10	567	0.1%	0%	-2%	1.1	11	i	3%	3
COc1ccc(S(=O)(=O)N2CCCC(C(F)(F)F)C2)cc1 (stereo unspecified)	-0.1%	0.2	-16	648	-0.8%	-5%	0%	1	11	i	-1%	-2
CCCCOc1ccc(C(=O)OCC(=O)Nc2cc(C)on2)cc1	0.2%	0.6	-6	718	0.3%	1%	3%	1	7	i	2%	-6
CCOC(=O)C(=CNc1ccc(C(F)(F)F)cc1Cl)C(=O)OCC	.	0.2	.	705	1.1%	1%	.	.	.	i	.	1
Cn1c(=O)c2c(=O)cc(N)[nH]c2n(C)c1=O	.	0.2	.	711	0.2%	-3%	.	.	.	i	.	-3
COc1ccc(NC(=S)Nc2cccc(Cl)c2)cc1OC	-0.4%	0.6	4	652	-0.9%	-2%	61%*	1.1	9	i	24%	-1
COc1cc(C(C(=O)NC2CCCCC2)N(Cc2ccco2)C(=O)c2cnccn2)cc(OC)c1OC (stereo unspecified)	-1.9%	0.3	2	738	0.1%	.	.	1.1	5	i	.	-13
CCCCN(C)C(=O)Cn1cnc2sc(C)cc2c1=O	0.7%	0.8	-12	.	0.0%	6%	-2%	1.2	-10	i	5%	.

Overlap with the part before: 3 compounds, followed by the next part.
canonical_smiles	CSM14.1 death rescue	Myeloid diff MLP GFP+ MAC1+ %	WT yeast gro inh	Lipid droplet cells 6.5 µM	UTI89 phage lysis	M1AAP inhibition	PMI inhibition	TNAP activation fold	WT yeast gro inh mutant strain	Myeloid diff MLP	PMI inhibitors	Lipid droplet
COc1ccc(NC(=S)Nc2cccc(Cl)c2)cc1OC	-0.4%	0.6	4	652	-0.9%	-2%	61%*	1.1	9	i	24%	-1
COc1cc(C(C(=O)NC2CCCCC2)N(Cc2ccco2)C(=O)c2cnccn2)cc(OC)c1OC (stereo unspecified)	-1.9%	0.3	2	738	0.1%	.	.	1.1	5	i	.	-13
CCCCN(C)C(=O)Cn1cnc2sc(C)cc2c1=O	0.7%	0.8	-12	.	0.0%	6%	-2%	1.2	-10	i	5%	.
Cc1nc(Nc2ccc(F)cc2)nc(Nc2ccc(F)cc2)c1[N+](=O)[O-]	.	0.5	.	701	0.0%[50 µM]	0%	.	.	.	i	.	-12
O=S(=O)(N/N=C\C=C\c1ccccc1)c1ccc(Br)cc1	-2.4%	0.8	12	.	-0.7%	8%	2%	1.1	-1	i	4%	.
O=C(Nc1nnc(-c2ccco2)o1)c1ccc2ccccc2c1	11%	0.4	52	606	1.7%	-9%	-15%	1.7	57	i	-16%	-22
COC(=O)c1c(NC(=O)CSc2ncnc3[nH]ncc23)sc2c1CCC2	1.6%	0.2	-8	719	0.7%	-5%	1%	1.7	7	i	-5%	6
O=C(C1CCCCC1)N1CCc2[nH]c3ccc(F)cc3c2C1	.	0.3	.	718	-0.1%	-1%	.	.	.	i	.	10
COCCCn1c(-c2ccccc2)nc2ccccc2c1=O	-1.2%	0.7	-14	.	0.7%	6%	4%	1.1	-5	i	-1%	.
Nc1c(N2CCCC2)c2ccccc2oc1=O	0.7%	0.2	1	725	.	5%	5%	1.1	-17	i	6%	26
Cc1ccc2nc(-c3ccncc3)c(NC3CCCC3)n2c1	0.8%	0.7	-3	637	0.6%	21%	23%	1.1	-5	i	8%	-2
CC1CCN(c2ccc(C(=O)N3CCOCC3)cc2[N+](=O)[O-])CC1	0.2%	0.7	26	.	-0.1%	3%	-4%	1	23	i	3%	.
COc1cccc(NC(=O)CSc2nc3c(oc4ccccc43)c(=O)[nH]2)c1	-0.5%	1.1	5	684	1.9%	16%	7%	1.1	4	i	9%	9
O=C(NCCN1C(=O)C2C3C=CC(C3)C2C1=O)Nc1ccccc1 (stereo unspecified)	-1.6%	0.7	12	.	-1.7%	-2%	-1%	1.1	13	i	-3%	.
O=C1c2ccccc2C(=O)N1CC1c2ccccc2CCN1C(=O)N1CCOCC1 (stereo unspecified)	1.2%	0.8	3	797	0.1%	4%	7%	1.1	6	i	7%	2
CC1CCCCN1CC(=O)NC(c1ccccc1)c1ccccc1 (stereo unspecified)	4.1%	0.1	-17	707	-0.4%	.	-12%	1.1	-13	i	-13%	-36
Cc1ccc(C(=O)NNC(=O)C(C)Sc2nc(N)cc(N)n2)cc1 (stereo unspecified)	1.8%	0.7	2	.	0.5%	4%	0%	1	6	i	-8%	.
O=C(CCc1ccccc1)Nc1nc2nc(-c3ccccc3)cc(=O)n2[nH]1	10%	1.2	-14	.	0.3%	14%	-1%	1.2	-16	i	-2%	.
COCc1cc(C)nc2sc(C(=O)Nc3nccs3)c(N)c12	-0.5%	2.0	2	.	-2.4%	9%	-3%	1.2	1	i	-5%	.
CC(C)CC(=O)NC(=S)NNC(=O)c1ccc([N+](=O)[O-])cc1	-2.8%	0.3	-1	624	-4.0%	-15%	8%	1.8	-26	i	18%	4
Cc1ccc(CNC(=S)Nc2cc(C(=O)O)ccc2C)cc1	-1.0%	0.4	7	667	-0.4%	4%	-7%	1.2	-3	i	-10%	-2
CCN(CC)CCCNC(=O)C(C)n1c2ccccc2c2nc(=O)cc(C)n21 (stereo unspecified)	.	1.1	.	705	-0.2%[50 µM]	3%	.	.	.	i	.	8
COc1cccc(-c2nnc(SC(C(=O)c3c[nH]c4ccccc34)c3ccccc3)n2C)c1 (stereo unspecified)	4.5%	0.4	4	655	0.4%	8%	21%	1	17	i	13%	8

Reprinted at random: 3 records from the list.
canonical_smiles	CSM14.1 death rescue	Myeloid diff MLP GFP+ MAC1+ %	WT yeast gro inh	Lipid droplet cells 6.5 µM	UTI89 phage lysis	M1AAP inhibition	PMI inhibition	TNAP activation fold	WT yeast gro inh mutant strain	Myeloid diff MLP	PMI inhibitors	Lipid droplet
CC1CCN(c2ccc(C(=O)N3CCOCC3)cc2[N+](=O)[O-])CC1	0.2%	0.7	26	.	-0.1%	3%	-4%	1	23	i	3%	.
Cc1ccc(C(=O)NNC(=O)C(C)Sc2nc(N)cc(N)n2)cc1 (stereo unspecified)	1.8%	0.7	2	.	0.5%	4%	0%	1	6	i	-8%	.
COc1cccc(NC(=O)CSc2nc3c(oc4ccccc43)c(=O)[nH]2)c1	-0.5%	1.1	5	684	1.9%	16%	7%	1.1	4	i	9%	9

(next part)
canonical_smiles	CSM14.1 death rescue	Myeloid diff MLP GFP+ MAC1+ %	WT yeast gro inh	Lipid droplet cells 6.5 µM	UTI89 phage lysis	M1AAP inhibition	PMI inhibition	TNAP activation fold	WT yeast gro inh mutant strain	Myeloid diff MLP	PMI inhibitors	Lipid droplet
Cc1cc(C)c2nc(C(F)(F)F)nc(NCCCN3CCCC3=O)c2c1	-2.9%	0.5	9	644	0.8%	-6%	4%	1.1	5	i	12%	-8
CCOC(=O)NC(=O)C(/C=N/c1sccc1C(=O)OC)=C(\C)O	-0.1%	0.3	3	719	.	9%	6%	1.1	6	i	-5%	-5
CCCCn1cnc2cc(NCc3ccncc3)ccc21	-1.0%	0.5	2	666	0.9%	1%	33%	1	2	i	36%	-10
NNC(=O)c1ccc(N2CCCCCC2)c([N+](=O)[O-])c1	-0.7%	0.4	2	675	0.3%	10%	6%	1	-7	i	14%	5
COC(=O)c1c(C)[nH]c(C(=O)OCC(=O)N2c3ccccc3NC(=O)C2(C)C)c1C	-1.2%	0.9	1	797	1.4%	0%	10%	1.2	3	i	3%	6
Cc1ccc(-c2nnc3sc(C4COc5ccccc5O4)nn23)cc1 (stereo unspecified)	-0.2%	11	75*	.	-0.8%	1%	4%	1.1	43*	i	4%	.
CN(C)S(=O)(=O)c1cccc(C(=O)Nc2cc(Cl)cc(Cl)c2)c1	-3.9%	3.3	30	736	5.2%	0%	12%	1.1	17	i	22%	-4
C=CCSc1n[nH]c(=O)n1-c1cccc(C(F)(F)F)c1	.	0.9	.	677	-0.4%	-1%	.	.	.	i	.	-23
CCn1c(N)c(Br)c(=O)[nH]c1=O	1.3%	0.5	-1	631	0.8%	-4%	-8%	1	7	i	-11%	0
Cc1cc(/C=C2/C(=O)N(C)C(=S)N2C)ccc1N1CCCC1	0.6%	1.2	22	692	3.3%	11%	20%	0.6	17	i	16%	0
CCS(=O)(=O)NCCCc1ccccc1	-1.7%	0.3	12	768	0.6%	2%	-2%	1.1	9	i	3%	1
CCOC(=O)Cc1nnc(NC(=O)CSc2nncn2C)s1	-1.3%	2.6	-5	.	4.5%	-6%	3%	1.1	-1	i	1%	.
